# BaF3 tox – parental Ba/F3 cell viability inhibition, counter-screen for JAK2V617F inhibitor project, murine pro-B, CellTiter-Glo luminescence; CellTiter-Glo ATP luminescence; inhibition, % at 5.6 µM; actives 1.1% (n = 220,000); AID 1486, 2009;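 active = inhibition above a per-campaign cutoff, the mean inhibition of all tested compounds plus 3 SD, cut at about 27% in these data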;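 note: 0% = DMSO wells and 100% = JAK Inhibitor I control wells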
# Furin inhibitor – human furin inhibitors, primary screen, biochemical, fluorescence intensity. inhibition, % at 30 µM. purified furin, fluorogenic substrate cleavage. P09958. AID 463115, 2010. actives 0.061% (n = 220,000); in the data active = inhibition above about 25%; note: inactives centre near -15
# PGE2 EP2 inh – human EP2 receptor antagonists, primary screen, TR-FRET cAMP, C6 glioma cells; Prostaglandin E2 receptor EP2 subtype (Homo sapiens), P43116; C6 glioma cells expressing human EP2; cells stimulated with saturating PGE2; inhibition, % at 25 µM; actives 0.52% (n = 260,000); AID 1422, 2008;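 active = percent inhibition above 40 after rounding to a whole number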;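 note: rat C6 glioma host cells with rolipram phosphodiesterase inhibitor present; the protocol text gives 20 µM as final concentration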
# Target sequence (P43116 whole entry, looked up): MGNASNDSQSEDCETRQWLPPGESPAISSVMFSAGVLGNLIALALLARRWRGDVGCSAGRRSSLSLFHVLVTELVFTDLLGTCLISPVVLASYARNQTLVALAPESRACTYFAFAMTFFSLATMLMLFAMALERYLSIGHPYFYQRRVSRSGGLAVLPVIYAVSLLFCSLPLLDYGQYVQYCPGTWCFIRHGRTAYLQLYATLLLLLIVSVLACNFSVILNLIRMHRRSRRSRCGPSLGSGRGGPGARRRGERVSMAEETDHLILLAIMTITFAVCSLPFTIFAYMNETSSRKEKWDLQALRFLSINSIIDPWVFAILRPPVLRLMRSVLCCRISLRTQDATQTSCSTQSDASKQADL
# PPC-1+TRAIL kill – compounds killing PPC-1 cancer cells with TRAIL present, primary screen, TRAIL potentiator project, ATPLite luminescence, uHTS | PPC-1 cells + TRAIL, ATPLite viability luminescence | cell killing (% activity), % at 4 µM | actives 0.41% (n = 220,000);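 active = cell killing above 50% in the first pass at 4 µM, then a duplicate retest at 5 µM averaging 50% or more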;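 note: plate controls were cells with TRAIL plus DMSO for no effect and medium-only wells lacking cells for full effect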
# Ba/F3 V617F tox – reduced viability of JAK2V617F-dependent Ba/F3 cells, primary screen, JAK2V617F inhibitor project, cell-based, Ba/F3 EpoR-JAK2V617F, luminescence. ATP luminescence. inhibition, % at 5.6 µM. actives 1.1% (n = 220,000). AID 1446, 2008;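 active = inhibition above the campaign mean plus 3 SD over all tested compounds, cut at about 24% in these data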;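 note: cytokine-independent growth of Ba/F3 cells driven by EpoR plus mutant JAK2; 0% = DMSO-treated cells and 100% = JAK inhibitor I control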
# p47phox inh – p47phox/p22phox peptide binding inhibitors, primary screen, biochemical, uHTS, NADPH oxidase regulatory subunit; fluorescence polarization, 2 h; inhibition, % at 24.7 µM; actives 0.53% (n = 220,000); AID 1274, 2008;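 active = inhibition above about 30%, limit read from the data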;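 note: 0% = p47phox with labelled peptide and 100% = labelled peptide alone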
# Target sequence (P14598 whole entry, looked up): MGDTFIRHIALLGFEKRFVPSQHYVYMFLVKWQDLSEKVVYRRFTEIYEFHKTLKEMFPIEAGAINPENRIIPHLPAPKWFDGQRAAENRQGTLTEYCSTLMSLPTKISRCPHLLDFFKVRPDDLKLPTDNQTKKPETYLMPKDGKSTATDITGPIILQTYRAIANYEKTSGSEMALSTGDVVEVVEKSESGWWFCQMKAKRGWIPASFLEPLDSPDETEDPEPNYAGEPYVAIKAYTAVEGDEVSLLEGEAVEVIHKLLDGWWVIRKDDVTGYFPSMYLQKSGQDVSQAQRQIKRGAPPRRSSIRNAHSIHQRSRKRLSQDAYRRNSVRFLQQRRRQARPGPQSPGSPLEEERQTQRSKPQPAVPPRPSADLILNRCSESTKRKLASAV
# RBBP9 inhibitor – human RBBP9 inhibitors, primary screen, biochemical, fluorescence polarization, FP-Rh probe, HTS | Serine hydrolase RBBP9 (Homo sapiens), O75884 | recombinant RBBP9 | inhibition, % at 7.94 µM | actives 0.2% (n = 220,000) | AID 1515, 2009;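 active = inhibition above the campaign mean of all tested compounds plus 3 SD, cut at about 14% in these data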;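 note: plate controls were DMSO wells with RBBP9 for no effect and wells lacking RBBP9 protein for full effect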
# Target sequence (O75884 whole entry, looked up): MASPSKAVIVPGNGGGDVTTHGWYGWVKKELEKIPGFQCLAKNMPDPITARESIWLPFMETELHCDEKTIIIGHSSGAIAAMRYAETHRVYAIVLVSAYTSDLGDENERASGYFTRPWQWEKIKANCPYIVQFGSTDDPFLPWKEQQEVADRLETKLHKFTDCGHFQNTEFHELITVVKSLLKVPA
#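 Measured by: FP readout at 525/598 nm; material: recombinant human RBBP9; also added: Serine-hydrolase probe FP-Rh, 375 nM pre-mixing; medium: Tris buffer pH 8.0, NaCl, Pluronic; replication: one well per compound; doses: one concentration, 7.94 µM nominal, 0.794% DMSO; timing: preincubation 30 min plus labeling 45 min at 25 °C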
# p97 ATPase inh – inhibitors of human p97 ATPase, primary screen, biochemical; recombinant p97 ATPase, Kinase-Glo ATP luminescence, 3 h; inhibition, % at 8 µM; actives 0.42% (n = 220,000); in the data active = inhibition above about 15%;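 note: 0% = DMSO vehicle and 100% = wells lacking enzyme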
# TbHK1 inh – Trypanosoma brucei hexokinase 1 inhibitors, primary screen, biochemical, G6PDH-coupled NADH absorbance, MLSCN library. inhibition, % at 10 µM. AID 1430, 2008. actives 0.11% (n = 220,000). hexokinase 1 [Trypanosoma brucei]. recombinant TbHK1, G6PDH-coupled NADH A340;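 active = inhibition of 50% or more in the single-dose primary screen; inactive = inhibition below 50%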
# The depositor's hits bear a star; . = no result given; & = joins results of further samples; [ ] = remark or other dose. These rows are one share of the data, so the mix of outcomes need not match the whole.
SMILES,BaF3 tox,Furin inhibitor,PGE2 EP2 inh,PPC-1+TRAIL kill,Ba/F3 V617F tox,p47phox inh,RBBP9 inhibitor,p97 ATPase inh,TbHK1 inh
Cc1ccnc(NC(=O)C2CCCN(S(=O)(=O)c3cnc[nH]3)C2)c1 (stereo unspecified),0,-11,16,-7,-6,1,-5,8,2
O=c1c2ccccc2n2cnnc2n1-c1ccccc1,9,-14,14,29,6,-13,-2,-3,-3
COc1ccc(-c2noc(CN(C)CCC3CCCCO3)n2)cc1 (stereo unspecified),1,-18,7,18,1,-4,-5,-4,-2
CCC1(C(=O)OC)NC(c2ccco2)C2C(=O)N(c3ccc(F)cc3)C(=O)C21 (stereo unspecified),3,-19,7,6,-3,-10,-11,4,-3
O=C(CNC(c1ccccc1)c1ccccc1)Nc1cc([N+](=O)[O-])ccc1Cl,1,-26,13,23,-3,-1,-2,3,6
Oc1ccc(Oc2ccc3c(C(F)(F)F)cc(C(F)(F)F)nc3n2)cc1,1,-12,10,21,10,1,-6,0,0
Cc1cccc(C)c1OCc1nnc(SCC(=O)NCc2ccccc2)o1,7,-6[20 µM],5,-4,1,-17,-7,-6,4
O=c1c2ccccc2nc(SCc2nc(-c3ccccc3)no2)n1-c1ccc(F)cc1,-1,-12,9,12,-4,-6,-1,4,0
O=C(OC(C(=O)NCc1cccs1)c1ccccc1Cl)c1ccco1 (stereo unspecified),1,-18,2,11,2,-15,-4,1,9
CC(C)c1ccc(NC(=O)NN2CCOCC2)cc1,8,-19,10,4,1,-10,-3,2,2
c1ccc2c(C[n+]3csc4ccccc43)cccc2c1,8,-9[20 µM],.,-5,-1,-30,-8,-3,1
O=C(NC1CCCC1)c1ccc(CSc2nc3ccncc3n2Cc2ccc(F)cc2)cc1,3,-1,19,-1,-4,2,-10,4,-3
Nc1c2c(nc3sc4c(c13)CCCCC4)CCCCC2,8,-12,8,4,4,6,2,-5,4
CCOc1ccc(Nc2nc(NCCN3CCOCC3)nc(OC)n2)cc1,4,-7[20 µM],7&14,23,0,-4,-6,15*,-5
COc1ccc(NC(=O)c2ccco2)c([N+](=O)[O-])c1,6,-8,4,-1,3,-9,-5,-4,-6

# Structures from the list above containing a halogen:
SMILES,BaF3 tox,Furin inhibitor,PGE2 EP2 inh,PPC-1+TRAIL kill,Ba/F3 V617F tox,p47phox inh,RBBP9 inhibitor,p97 ATPase inh,TbHK1 inh
CCC1(C(=O)OC)NC(c2ccco2)C2C(=O)N(c3ccc(F)cc3)C(=O)C21 (stereo unspecified),3,-19,7,6,-3,-10,-11,4,-3
O=C(CNC(c1ccccc1)c1ccccc1)Nc1cc([N+](=O)[O-])ccc1Cl,1,-26,13,23,-3,-1,-2,3,6
Oc1ccc(Oc2ccc3c(C(F)(F)F)cc(C(F)(F)F)nc3n2)cc1,1,-12,10,21,10,1,-6,0,0
O=c1c2ccccc2nc(SCc2nc(-c3ccccc3)no2)n1-c1ccc(F)cc1,-1,-12,9,12,-4,-6,-1,4,0
O=C(OC(C(=O)NCc1cccs1)c1ccccc1Cl)c1ccco1 (stereo unspecified),1,-18,2,11,2,-15,-4,1,9
O=C(NC1CCCC1)c1ccc(CSc2nc3ccncc3n2Cc2ccc(F)cc2)cc1,3,-1,19,-1,-4,2,-10,4,-3

# Five entries out of the list above, arranged by their value in p97 ATPase inh, descending.
canonical_smiles | p97 ATPase inh
CCOc1ccc(Nc2nc(NCCN3CCOCC3)nc(OC)n2)cc1 | 15*
O=C(NC1CCCC1)c1ccc(CSc2nc3ccncc3n2Cc2ccc(F)cc2)cc1 | 4
CC(C)c1ccc(NC(=O)NN2CCOCC2)cc1 | 2
O=C(OC(C(=O)NCc1cccs1)c1ccccc1Cl)c1ccco1 (stereo unspecified) | 1
Oc1ccc(Oc2ccc3c(C(F)(F)F)cc(C(F)(F)F)nc3n2)cc1 | 0

# (listing goes on)
SMILES,BaF3 tox,Furin inhibitor,PGE2 EP2 inh,PPC-1+TRAIL kill,Ba/F3 V617F tox,p47phox inh,RBBP9 inhibitor,p97 ATPase inh,TbHK1 inh
CC1CCN(C(=O)CSc2nnc(Cc3cc(=O)[nH]c(=O)[nH]3)n2-c2ccc(Cl)cc2)CC1,7,-9,8,7,1,-6,-5,0,0
COc1cc(NC(=S)NCCC(c2ccccc2)c2ccccc2)cc(OC)c1,5,-29,5,-4,-1,-27,-18,2,3
Cc1ccc(C(C2=C(O)CC(C)(C)CC2=O)C2C(=O)CC(C)(C)CC2=O)s1 (stereo unspecified),3,-20[20 µM],30,-18,-1,-6,2,1,1
COn1c2c(c3c4no[n+]([O-])c4ccc31)CCCC2,1,-17[20 µM],7,-6,-4,-9,5,6,-11
O=C(COC(=O)C1=COCCO1)Nc1ccccc1Oc1ccccc1,4,-19[20 µM],5,7,1,-12,-4,0,3
O=C(CSc1nnnn1-c1ccccc1)NC(=O)NCc1ccco1,2,-15[20 µM],10,12,-2,-22,4,1,0
Cc1cnc(N)c2c(=O)oc3ccccc3c12,12,-18,7,18,3,-16,-3,-9,-19
Cc1ccc(S(=O)(=O)N(CC(=O)N=Nc2c(O)[nH]c3ccccc23)c2ccc(C)c(C)c2)cc1,2,-17,10,26,-3,0,-27,4,25
CCN(CC)S(=O)(=O)c1ccc(N2CCOCC2)c(NC(=O)c2cc(C)cc(C)c2)c1,5,-11,8,4,0,-28,-2,2,1
CC(=O)Nc1ccc(S(=O)(=O)N(C)CC(=O)OCC(=O)NC(C)C23CC4CC(CC(C4)C2)C3)cc1 (stereo unspecified),10,-6,2,4,4,1,-1,-5,-12
COc1ccc(OC)c(N/C=C2/CCCCC2=O)c1,1,-20[20 µM],7,38,0,-6,-2,1,-21
COc1ccc2c(c1)NC(c1cc(Cl)cc(Cl)c1O)c1cccn1-2 (stereo unspecified),6,-15,6,4,4,-12,-2,-3,1
Cc1c(CCOC(=O)C23CC4(C)CC(C)(CC(C)(C4)C2)C3)sc[n+]1CC(=O)c1ccccc1,8,-10,28&5,20,1,33*,-7,1,19
O=C(O)c1cc(-c2cccnc2)nn1-c1ccccn1,0,-10,19,22,2,-16,-1,-1,0
CCc1ccc(NC(=S)N(CCCN2CCN(C)CC2)Cc2cccs2)cc1,11,-22,7,-15,3,-20,-9,-2,-6
O=C(COc1ccc(Br)cc1)OCc1nnc(-c2ccccc2)o1,4,-20,8,10,1,-2,-9,-5,4
COCc1ccccc1Cn1cnc2c1c(=O)n(C)c(=O)n2C,4,-24[20 µM],10,7,1,-7,-10,0,1
CC1=CC(C)(C)Nc2cc(C)c(C)cc21,3,-24,8,9,-5,7,-8,1,-1
O=C1OC2CC3CC1CC(O)(C3)C2 (stereo unspecified),0,-17,6,12,-3,-18,-2,3,-3
O=C(N=Nc1c(O)[nH]c2ccc([N+](=O)[O-])cc12)c1cc(-c2ccccc2Cl)nc2ccccc12,7,-9,8,20,-1,29,-5,6,3
Cc1ccc(N2CC(C(=O)Nc3cc(C)on3)CC2=O)cc1 (stereo unspecified),4,-16,12&3,14,-2,-8,9,3,0
O=C(CCN1CCc2ccccc2C(c2ccccc2)C1)c1ccc2c(c1)OCCO2 (stereo unspecified),5,-28[20 µM],5,18,0,-1,1,1,1
CC(C)(C)c1ccc(O)c(N)c1,3,-20[20 µM],13,0,-2,-10,-9,-4,-7
CCOc1ccc2nc(NC(=O)c3ccc(OC)c(S(=O)(=O)N4CCOCC4)c3)sc2c1,3,-27[20 µM],13,-1,-2,-12,-1,2,-21
O=C(CSc1nnnn1-c1ccc2c(c1)OCCO2)N1CCc2ccccc21,4,-15,3,-8,2,-2,8,0,-1
Cc1cc(N2CCN(c3nc(-c4ccc([N+](=O)[O-])cc4)cs3)CC2)c2ccccc2n1,0,-29,7,24,-3,-12,-12,3,-7
COC(=O)C(Cc1cnc(Cl)s1)(C(=O)OC)c1ccc(C(F)(F)F)cc1[N+](=O)[O-],4,-10[20 µM],4,14,2,-13,-3,-6,-1
Cn1c(SCC(=O)Nc2sccc2C#N)nnc1-c1ccccc1,1,-24[20 µM],12,2,1,-7,0,1,-12
CCc1nccn1S(=O)(=O)c1ccc2ccccc2c1,4,-16,9,-19,3,6,-8,1,-5
COC(=O)C1=C(CSc2nnnn2C)NC(=O)NC1c1cc(C)ccc1C (stereo unspecified),2,-15[20 µM],9,36,0,-34,0,0,1

# Random excerpt: two compounds from above
SMILES,BaF3 tox,Furin inhibitor,PGE2 EP2 inh,PPC-1+TRAIL kill,Ba/F3 V617F tox,p47phox inh,RBBP9 inhibitor,p97 ATPase inh,TbHK1 inh
CC1=CC(C)(C)Nc2cc(C)c(C)cc21,3,-24,8,9,-5,7,-8,1,-1
Cc1cc(N2CCN(c3nc(-c4ccc([N+](=O)[O-])cc4)cs3)CC2)c2ccccc2n1,0,-29,7,24,-3,-12,-12,3,-7

# Other entries:
SMILES,BaF3 tox,Furin inhibitor,PGE2 EP2 inh,PPC-1+TRAIL kill,Ba/F3 V617F tox,p47phox inh,RBBP9 inhibitor,p97 ATPase inh,TbHK1 inh
COc1ccc(C(C)n2c(C)c3c(C)nnc(C)c3c2C)cc1 (stereo unspecified),11,1[20 µM],5,-8,3,-8,1,2,-1
C/C=C(\C)C(=O)OC1c2c(ccc3ccc(=O)oc23)OC(C)(C)C1OC(C)=O (stereo unspecified),4,-10[20 µM],15,18,1,-2,6,-8,-15
CCN(CC)c1ccc2cc(S(=O)(=O)c3ccc(C)cc3)c(=O)oc2c1,11,9,5,15,3,-9,-5,2,30
CCOC(=O)N1CCc2c(sc3nc[nH]c(=O)c23)C1,1,-18,4,-14,-3,4,5,12,-9
Brc1cnc(N2CCCC2)nc1N1CCOCC1,0,16[20 µM],6,15,-2,-1,5,4,-4
O=C(N/N=C/c1cc(Cl)ccc1O)C(=O)Nc1ccccc1OC(F)(F)C(F)F,5,-10,8,44,0,-14,-7,2,39
O=c1[nH][nH]c2ccccc2c1=O,1,-18,12,19,-1,-16,-2,3,9
COc1ccccc1Nc1ncc(C(=O)N2CCC(C(N)=O)CC2)c2ccccc12,3,-4,6,15,-5,-15,-6,3,-27
O=C(c1ccc2c(c1)OCO2)N1CCCN(C(=O)c2ccc3c(c2)OCO3)CC1,1,-9[20 µM],2,4,0,-16,-5,4,-9
Cc1oc(-c2ccc(-c3ccccc3)cc2)nc1CN(C)C1CCOC1 (stereo unspecified),5,-23,4,18,1,0,0,-4,-7
CC(=O)Nc1ccc(S(=O)(=O)N=S(C)C)cc1,-4&6,-34,3&6&10,22&14,-2&4,-10&-2,-11&0,2&-2,3&2
Cc1ccc(CNC(=S)NCc2ccncc2)cc1,5,-21,6,-6,1,-9,-4,1,-4

# Ordered by SMILES length (highest first): some entries from above
SMILES,BaF3 tox,Furin inhibitor,PGE2 EP2 inh,PPC-1+TRAIL kill,Ba/F3 V617F tox,p47phox inh,RBBP9 inhibitor,p97 ATPase inh,TbHK1 inh
COc1cc(NC(=S)NCCC(c2ccccc2)c2ccccc2)cc(OC)c1,5,-29,5,-4,-1,-27,-18,2,3
CCc1ccc(NC(=S)N(CCCN2CCN(C)CC2)Cc2cccs2)cc1,11,-22,7,-15,3,-20,-9,-2,-6
Cn1c(SCC(=O)Nc2sccc2C#N)nnc1-c1ccccc1,1,-24[20 µM],12,2,1,-7,0,1,-12
